Assay outcomes: PubChem, several laboratories
Fam108B inh: blocks mouse Fam108B hydrolase in RBBP9 counter-screen; recombinant Fam108B, FP-Rh probe fluorescence polarization; inhibition, % at 9.51 µM; 0.33% of 300,000 active; AID 1947;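 active = inhibition above the screen mean inhibition plus 3 SD, computed separately per campaign, cut at about 18% in these data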;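 note: inhibitors lower polarization as less probe binds the enzyme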
MEX-5 binding: C. elegans MEX-5 TCR-2 RNA binding activity | activity score (negative = inhibition of binding), % at 10 µM | MEX-5/FITC-TCR2 RNA binding, fluorescence polarization; stronger effect = lower value | 0.38% of 300,000 active;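 active = inhibition past about -25% in most replicates, and total fluorescence under double the plate's negative control median, limit read from the data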;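 note: 0% = DMSO and -100% = 5 µM competing unlabeled TCR2 RNA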
Target sequence (Q9XUB2 whole entry, looked up): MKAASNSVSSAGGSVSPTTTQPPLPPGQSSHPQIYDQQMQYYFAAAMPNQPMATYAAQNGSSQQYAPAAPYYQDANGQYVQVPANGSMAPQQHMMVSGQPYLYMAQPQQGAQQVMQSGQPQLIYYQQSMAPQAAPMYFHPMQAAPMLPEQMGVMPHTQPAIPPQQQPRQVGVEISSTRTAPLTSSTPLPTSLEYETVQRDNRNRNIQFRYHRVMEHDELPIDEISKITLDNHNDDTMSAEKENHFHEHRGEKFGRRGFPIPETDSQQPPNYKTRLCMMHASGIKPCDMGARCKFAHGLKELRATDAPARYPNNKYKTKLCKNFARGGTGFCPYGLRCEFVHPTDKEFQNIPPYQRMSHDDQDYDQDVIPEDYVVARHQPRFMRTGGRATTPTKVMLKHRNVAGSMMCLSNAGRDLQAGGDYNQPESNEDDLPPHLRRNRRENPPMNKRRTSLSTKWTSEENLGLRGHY
GLD-1 RNA inh: GLD-1-TGE RNA interaction inhibition (C. elegans); Q17339; purified GLD-1 + fluorescein TGE RNA, fluorescence polarization; inhibition, % at 5.96 µM; 0.44% of 320,000 active;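 active = percent inhibition above a per-plate cutoff, the plate mean of test compounds plus 3 SD, cut at about 30% in these data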;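 note: 0% = DMSO wells with GLD-1 and probe and 100% = wells lacking GLD-1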
MCL1-BIM inh: MCL1-BIM-BH3 interaction inhibition (human) | 0.68% of 320,000 active | GST-MCL1 / FITC-Bim-BH3 fluorescence polarization | Q07820 | inhibition, % at 10.9 µM;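 active = inhibition above the mean inhibition of all tested compounds plus 3 SD, set per campaign, cut at about 40% in these data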;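 note: 0% = DMSO wells and 100% = unlabeled Bim-BH3 peptide control; higher means more loss of mP so more displacement of Bim peptide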
Target sequence (Q07820 whole entry, looked up): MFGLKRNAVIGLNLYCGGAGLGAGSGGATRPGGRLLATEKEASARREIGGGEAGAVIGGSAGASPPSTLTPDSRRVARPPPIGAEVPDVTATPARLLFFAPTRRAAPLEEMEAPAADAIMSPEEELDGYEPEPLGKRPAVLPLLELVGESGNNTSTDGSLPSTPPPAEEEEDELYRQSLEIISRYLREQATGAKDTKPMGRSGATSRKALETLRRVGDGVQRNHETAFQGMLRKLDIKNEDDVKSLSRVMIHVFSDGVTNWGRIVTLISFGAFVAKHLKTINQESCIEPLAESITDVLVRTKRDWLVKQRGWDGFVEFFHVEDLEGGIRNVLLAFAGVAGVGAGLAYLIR
PAFAH1B2 FP inh: inhibitors of human PAFAH1B2 | P68402 | recombinant PAFAH1B2, FP-rhodamine activity probe, fluorescence polarization | inhibition, % at 3.39 µM | 1.2% of 340,000 active | AID 492953;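 active = inhibition above the mean of all tested compounds plus 3 SD, cut at about 24% in these data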;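 note: 0% = enzyme with DMSO and 100% = wells lacking PAFAH1B2; many of its hits are not listed in these tables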
BCLXL inh: inhibitors of human Bcl-xL. Q07817. GST-Bcl-xL / FITC-Bim BH3 peptide fluorescence polarization. inhibition, % at 10.9 µM. 0.7% of 320,000 active;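 active = inhibition above the mean of all tested compounds plus 3 SD, cutoff set per campaign, cut at about 30% in these data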;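 note: 0% = DMSO wells and 100% = unlabeled Bim-BH3 peptide competitor; inhibitors lower millipolarization by displacing the labeled peptide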
Target sequence (Q07817 whole entry, looked up): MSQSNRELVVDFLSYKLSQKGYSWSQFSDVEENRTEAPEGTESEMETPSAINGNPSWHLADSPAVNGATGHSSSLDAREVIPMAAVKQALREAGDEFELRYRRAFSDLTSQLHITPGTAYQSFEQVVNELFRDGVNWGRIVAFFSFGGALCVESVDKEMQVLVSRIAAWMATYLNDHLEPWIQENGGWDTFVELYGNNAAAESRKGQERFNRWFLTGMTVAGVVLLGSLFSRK
PME-1 inh: blocks human protein phosphatase methylesterase 1 | Q9Y570 | 0.53% of 320,000 active | AID 2130 | recombinant PME-1, FP-Rh probe fluorescence polarization | inhibition, % at 5.9 µM;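 active = inhibition above the campaign mean of all compounds plus 3 SD, cut at about 26% in these data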;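 note: competitive labeling of PME-1 active site by serine hydrolase directed probe; 0% = PME-1 with DMSO and 100% = wells lacking PME-1 enzyme; inhibitors block probe labeling so polarization falls and inhibition rises; many of its hits are not listed in these tables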
AHR activator: human AHR activation | P35869 | AHR-responsive luciferase reporter cells, luminescence | activation, % at 5 µM | 2.5% of 320,000 active | AID 2796; in the data active = activation above about 47%;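 note: 0% = vehicle wells and 100% = reference agonist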
pPAFAH inh: pPAFAH (human) enzyme inhibition; Q13093; recombinant pPAFAH, FP-rhodamine probe fluorescence polarization; inhibition, % at 3.39 µM; 1.5% of 330,000 active; AID 463082;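 active = inhibition above the mean inhibition across the screen plus 3 SD, cut at about 25% in these data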;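 note: inhibitors block binding of the rhodamine activity-based probe so polarization drops; 0% = enzyme with DMSO and 100% = wells lacking pPAFAH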
The depositor's hits bear a star; / = not tested or not shown.

SMILES | Fam108B inh | MEX-5 binding | GLD-1 RNA inh | MCL1-BIM inh | PAFAH1B2 FP inh | BCLXL inh | PME-1 inh | AHR activator | pPAFAH inh
O=C(Nc1ccc2c(c1)OCO2)c1cccc(S(=O)(=O)N2CCCC2)c1 | 1 | 1.0 | 4 | 0 | 3 | 1 | 3 | 107* | 6
CCCC(=O)Nc1ccc2c(c1)nc(CN1CCCC1)n2C | 2 | 0.6 | -3 | 2 | 3 | 2 | -6 | 3 | 5
Cc1csc2nc(CNS(=O)(=O)N(C)C)cn12 | -4 | 0.2 | 11 | 5 | 3 | 4 | -1 | 7 | 6
Cc1cc(NC(=O)CSc2nnc(-c3c[nH]c4ccccc34)n2-c2ccc(Cl)cc2)no1 | -3 | -2.2 | 13 | 1 | 0 | -2 | -7 | 4 | -5
O=C(Nc1ccc(Cl)cc1)N1CCCC(Cn2cccc2)C1 (stereo unspecified) | -5 | 2.0 | -3 | 2 | 3 | 2 | -4 | 2 | -8
CN(CC(=O)Nc1c(Cl)cccc1Cl)C(=O)CNC(=O)c1ccco1 | / | / | -2 | 0 | -3 | 2 | 2 | 1 | -1
COc1cc(NC(=O)CSc2nccc(C)n2)c(C)cc1[N+](=O)[O-] | 4 | -0.3 | 7 | 5 | 7 | 4 | 1 | 6 | 5
CC(=O)NS(=O)(=O)c1ccc(NC(=O)c2cc3c(=O)n4ccccc4nc3s2)cc1 | 4 | 1.5 | 2 | 13 | 0 | 12 | -1 | 0 | 4
CCOc1ccc(N(CC(=O)NCc2ccccc2C)S(C)(=O)=O)cc1 | 0 | -1.8 | 4 | -5 | 3 | -3 | 2 | 7 | -4
Cc1cc(C)c(S(=O)(=O)Cc2ccccc2)c(Cl)n1 | 1 | 1.1 | -3 | 5 | 6 | 5 | 3 | 23 | 3
O=c1[nH][nH]cc1C=NCc1cccc(C(F)(F)F)c1 | 2 | 0.4 | 6 | 2 | 1 | -2 | -6 | 1 | 0
O=C(COc1ccc(N2C(=O)c3ccccc3C2=O)cc1)c1ccccc1 | -1 | 1.6 | -1 | -1 | 0 | 2 | 8 | 0 | 2
O=C1NCC(COCc2ccco2)O1 (stereo unspecified) | -3 | -1.5 | 6 | 13 | 5 | 8 | -4 | 0 | 2
O=C(Nc1ccc2c(c1)nc1n2CCOC1)c1ccccc1 | 1 | -1.3 | -7 | 3 | 3 | -1 | -4 | -1 | -5
CCc1ccc(NC(=O)c2noc3c2CCC3)cc1 | 1 | -0.5 | 6 | 26 | 8 | 12 | -3 | 12 | 12
Cc1ccc(C(=O)NNC(=O)CCC(=O)Nc2cccc(Cl)c2C)cc1 | 0 | / | 6 | 0 | 11 | -5 | 0 | 0 | 6
CN(Cc1ccccc1)c1ccc2nnc(-c3ccccc3)n2n1 | -2 | -0.1 | 5 | -2 | -1 | 5 | 4 | 15 | 8
COCc1ccc(C(=O)N2CCCC(CCC(=O)NCc3ccccc3F)C2)o1 (stereo unspecified) | 3 | 0.1 | 4 | -6 | 3 | 1 | -5 | 1 | 7
Cn1nnc(C(O)CNCc2ccc(Cl)cc2)n1 (stereo unspecified) | 2 | 0.2 | -2 | -2 | 0 | 1 | 4 | -4 | -3
CCCCCC(=O)NNC1CC(=O)N(c2ccccc2)C1=O (stereo unspecified) | 1 | 0.7 | -3 | 1 | / | -2 | 4 | 3 | 0
O=C(c1ccc(NS(=O)(=O)/C=C/c2ccccc2)cc1)N1CCCCC1 | 4 | 1.5 | 0 | -2 | 8 | -2 | -3 | -3 | 13
Cc1cccc(OCCCC(=O)NNC(=O)CCN2CCN(c3ccccc3)CC2)c1 | 0 | 0.3 | 7 | -6 | 1 | -7 | -2 | 0 | 4
N#Cc1ccc(CNC(=O)N2CCOCC2)cc1 | 0 | 2.3 | 4 | -5 | 3 | -5 | 3 | 0 | 1
Cc1ccc(S(=O)(=O)N(CC(=O)NCc2ccncc2)C2CCCCC2)cc1 | -1 | -2.0 | -2 | 4 | 2 | 6 | -4 | -1 | 3
CCOC(=O)C1CCN(Cc2cccc(Oc3ccc(Cl)cc3)c2)CC1 | 5 | 0.0 | 2 | 14 | 5 | 3 | -4 | 0 | 11
SMILES | Fam108B inh | MEX-5 binding | GLD-1 RNA inh | MCL1-BIM inh | PAFAH1B2 FP inh | BCLXL inh | PME-1 inh | AHR activator | pPAFAH inh
O=C(NCCc1cccs1)C(c1ccccc1)c1ccccc1 | -4 | 0.5 | -7 | 9 | 7 | 3 | -5 | 4 | -4
Cc1ccnc(SCC(N)=O)n1 | 2 | -0.1 | 8 | 7 | 1 | 9 | 2 | 1 | 3
Cc1ccc(CNC(=O)CCSCc2ccccc2F)cc1 | -1 | 2.6 | -10 | 12 | 9 | 7 | -4 | 0 | 11
O=C(NCc1ccncc1)C(=O)N/N=C/c1ccccc1OCc1ccccc1 | -3 | -0.8 | 6 | 6 | -3 | 4 | 1 | 1 | 6
COc1ccccc1CN1CC(C(=O)NCc2cc(C)on2)CCC1=O (stereo unspecified) | -1 | -0.6 | 7 | 4 | 4 | 5 | 6 | -2 | -3
O=C(Nc1ccccc1Cl)C1CCN(Cc2cnn(-c3ccccc3)c2-n2cccc2)CC1 | 0 | 4.3 | -4 | 4 | 4 | 4 | 0 | 1 | -1
CCOC(=O)N1CCC(NC(=O)CC2C(=O)NCCN2Cc2cccc(F)c2F)CC1 (stereo unspecified) | -5 | 0.5 | 7 | 7 | 3 | 11 | 2 | -1 | 7
Cc1cccc(CSc2ccc(-c3cccs3)nn2)c1 | -2 | 1.8 | 5 | -1 | 6 | 1 | -8 | -2 | 6
Cc1[nH]n(C(N)=S)c(=O)c1N=Nc1ccc(Cl)cc1Cl | 21* | -1.8 | -4 | 13 | 6 | 9 | 15 | 56* | 5
OC(c1ccccc1)(c1ccccc1)C1CCN(C(=S)Nc2ccc(F)cc2)CC1 | / | / | 3 | / | 6 | / | / | 0 | -1
CCSc1ccc2nnc(-c3ccc(F)cc3)n2n1 | 6 | 0.8 | 5 | 7 | 1 | 2 | 0 | -8 | 0
CCOC(=O)COc1cccc2c(=O)n(CC(=O)N3CCCCC3)ccc12 | -3 | 0.3 | -2 | 5 | 3 | 7 | 0 | 6 | -4
COc1cc(OC)cc(C(=O)N[C@H](C(=O)Nc2nc3c(s2)CCCC3)C(C)C)c1 | -5 | 0.1 | 7 | 12 | -2 | 4 | 3 | 20 | 0
CC(C)(C)OC(=O)C[C@@H]1C/C=C\C[C@@H](CC(=O)NCCO)C(=O)N[C@H](Cc2c[nH]c3ccccc23)COC1=O | / | / | -2 | / | -1 | / | / | 0 | 1
COc1ccc(OCC(=O)OCC(=O)N2C(C)CCCC2C)cc1 (stereo unspecified) | / | / | -6 | 0 | -1 | 0 | 3 | -1 | -1
Cc1ccc(C2CC(c3cccs3)=NN2C(=O)c2ccco2)o1 (stereo unspecified) | 3 | 0.6 | -7 | -3 | -2 | -1 | -7 | 6 | 5
Nc1c(NCc2ccccc2)c2ccccc2oc1=O | -7 | 0.5 | -7 | -3 | -3 | -3 | -9 | 29 | 0
Cc1cccc(NS(=O)(=O)c2ccc(C)c(C(=O)NCc3cccnc3)c2)c1 | / | / | 2 | / | 5 | / | / | 0 | 16
O=C(Nc1ccc(F)c(Cl)c1)c1nsc(Cl)c1Cl | -6 | 0.4 | 3 | 6 | -3 | 3 | -5 | 30 | 2
O=C1CCCC/C=C\C[C@H](CC(=O)N(CCO)Cc2ccccc2)C(=O)NC[C@H](c2ccccc2)O1 | / | / | 5 | / | -4 | / | / | 3 | 4
O=C(COc1ccc(F)cc1)Nc1nnc(C2CCCCC2)s1 | 2 | -1.5 | -3 | 1 | 5 | 6 | 6 | -3 | 3
CCCNC(=O)C1CCN(S(=O)(=O)c2ccc3[nH]c(=O)ccc3c2)CC1 | -1 | -0.3 | 5 | 2 | 4 | 0 | -3 | 0 | -1
O=C(N/N=C/c1ccc(N2CCOCC2)c([N+](=O)[O-])c1)c1ccc(F)cc1 | 3 | -1.1 | 5 | 9 | 6 | 2 | 4 | 5 | 4
Cc1nc(=O)c(-c2ccccc2)c(C)n1-c1ccccc1 | 0 | -0.7 | 2 | 6 | 3 | 1 | 2 | -1 | 2
O=C(CSCc1ccc(Cl)cc1)Nc1ccc(-c2nnc(-c3ccccc3)o2)cc1 | -1 | 0.0 | 6 | 0 | 1 | -3 | -2 | 1 | 3
SMILES | Fam108B inh | MEX-5 binding | GLD-1 RNA inh | MCL1-BIM inh | PAFAH1B2 FP inh | BCLXL inh | PME-1 inh | AHR activator | pPAFAH inh
C=CCC(CC=C)(C(=O)O)c1ccccc1 | 3 | -0.6 | 0 | 0 | 10 | -4 | 3 | -1 | 1
CC1CCN(S(=O)(=O)CCNC(=O)c2ccc3c(c2)OCO3)CC1 | -3 | 0.4 | -3 | 0 | 2 | 2 | 1 | 4 | 1
Cc1ccc(CNC(=O)CCc2nnc(Cc3ccc(-c4ccccc4)cc3)o2)o1 | 1 | -2.7 | 0 | 10 | 7 | 7 | -1 | 2 | 16
Cc1ccc(-n2c(SCC(=O)OC(C)C)nnc2-c2ccco2)cc1 | 0 | -3.2 | 1 | 3 | -1 | 4 | 1 | 0 | 4
COC(=O)c1c(-c2ccccc2)csc1NC(=O)c1c(-c2ccccc2)noc1C | -7 | 1.9 | -2 | 9 | 0 | 4 | -5 | -1 | 3
COc1c(Br)cc(Br)cc1/C=N/NC(=O)c1ccncc1 | -11 | 1.9 | -4 | 3 | 1 | 4 | 1 | 57* | 0
CCOC(=O)C1CCN(C(=O)COc2ccc(S(=O)(=O)NC(C)C)cc2)CC1 | 2 | 0.1 | 3 | -6 | 3 | 1 | -6 | 0 | 5
Cn1c(=O)cc(N2CCOCC2)[nH]c1=O | 3 | 0.9 | 0 | -6 | 4 | 3 | -2 | 0 | 13
COc1ccc(N2C(=O)C3CCCN3C2c2ccccc2Cl)cc1 (stereo unspecified) | -2 | -1.1 | 2 | 0 | -3 | 3 | 0 | -2 | 4
O=C(COC(=O)c1ccc(F)cc1F)NC(=O)Nc1ccc2c(c1)OCCO2 | / | / | 3 | -3 | 0 | -1 | 3 | 1 | 7
Cc1cc(C(=O)N2CCN(S(C)(=O)=O)CC2)sc1-c1ccccc1 | 1 | 0.0 | 4 | 2 | 3 | 0 | -4 | -3 | 4
CCOc1cccc(OCCCCN2CCOCC2)c1 | 1 | -0.9 | 4 | -2 | 6 | -4 | -6 | 3 | -7
O=C(Nc1cc(-c2nc3ncccc3o2)ccc1Cl)c1ccc([N+](=O)[O-])o1 | -1 | 1.3 | 4 | 11 | 0 | 4 | 4 | 8 | 5
Cc1ccc(C)c(Oc2cc(F)nc(N)n2)c1 | -4 | -2.1 | -4 | 1 | -1 | 3 | -6 | 2 | 8
O=C(Nc1nc(-c2cccs2)c(-c2ccccc2)s1)c1ccco1 | -6 | 1.2 | 2 | 9 | 0 | 1 | -10 | 15 | 5
Cc1ccc(COc2ccc(C(=O)NN)cc2)cc1 | 1 | 3.3 | 4 | -1 | 12 | -5 | 3 | 5 | 3
O=C(COc1ccc2c3c(c(=O)oc2c1)CCCC3)N1CCN(c2ccc(F)cc2)CC1 | 2 | 1.1 | 1 | 5 | 4 | 3 | 0 | 1 | -1
COc1ccc(CC(=O)NCc2ccccn2)cc1OC | 0 | -3.4 | 2 | 2 | 2 | 5 | 0 | 4 | 4
O=C(NCC(c1cccnc1)N1CCN(c2ccccc2)CC1)OCc1ccccc1 (stereo unspecified) | 2 | -3.0 | -2 | 0 | 5 | 4 | 3 | 0 | 6
COc1ccccc1N(CC(=O)NCc1ccccc1)S(C)(=O)=O | 4 | 2.0 | 4 | 5 | 3 | 7 | 4 | 2 | 0

This is a subset (hit frequency here may not be typical).
